Bioassay records from PubChem.
Gli-Sufu antag: blocks Gli-Sufu signaling in a luciferase reporter. Sufu-KO-LIGHT fibroblasts, Gli luciferase reporter luminescence. inhibition, % at 5 µM. 340,000 tested, 0.74% active;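 active means inhibition above about 55%, limit read from the data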;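 further: 0% = DMSO-treated cells and 100% = wells with medium but no cells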
HKDC1 inhibitor: HKDC1 (human) hexokinase inhibition; Q2TB90; recombinant HKDC1, G6PDH/diaphorase resazurin coupled fluorescence; inhibition, % at 20 µM; 340,000 tested, 0.16% active; AID 493160;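 active means inhibition above about 35% when tested at 20 µM, limit read from the data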;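 further: plate controls were DMSO wells with enzyme for no effect and DMSO wells lacking enzyme for full effect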
Target sequence (Q2TB90 whole entry, looked up): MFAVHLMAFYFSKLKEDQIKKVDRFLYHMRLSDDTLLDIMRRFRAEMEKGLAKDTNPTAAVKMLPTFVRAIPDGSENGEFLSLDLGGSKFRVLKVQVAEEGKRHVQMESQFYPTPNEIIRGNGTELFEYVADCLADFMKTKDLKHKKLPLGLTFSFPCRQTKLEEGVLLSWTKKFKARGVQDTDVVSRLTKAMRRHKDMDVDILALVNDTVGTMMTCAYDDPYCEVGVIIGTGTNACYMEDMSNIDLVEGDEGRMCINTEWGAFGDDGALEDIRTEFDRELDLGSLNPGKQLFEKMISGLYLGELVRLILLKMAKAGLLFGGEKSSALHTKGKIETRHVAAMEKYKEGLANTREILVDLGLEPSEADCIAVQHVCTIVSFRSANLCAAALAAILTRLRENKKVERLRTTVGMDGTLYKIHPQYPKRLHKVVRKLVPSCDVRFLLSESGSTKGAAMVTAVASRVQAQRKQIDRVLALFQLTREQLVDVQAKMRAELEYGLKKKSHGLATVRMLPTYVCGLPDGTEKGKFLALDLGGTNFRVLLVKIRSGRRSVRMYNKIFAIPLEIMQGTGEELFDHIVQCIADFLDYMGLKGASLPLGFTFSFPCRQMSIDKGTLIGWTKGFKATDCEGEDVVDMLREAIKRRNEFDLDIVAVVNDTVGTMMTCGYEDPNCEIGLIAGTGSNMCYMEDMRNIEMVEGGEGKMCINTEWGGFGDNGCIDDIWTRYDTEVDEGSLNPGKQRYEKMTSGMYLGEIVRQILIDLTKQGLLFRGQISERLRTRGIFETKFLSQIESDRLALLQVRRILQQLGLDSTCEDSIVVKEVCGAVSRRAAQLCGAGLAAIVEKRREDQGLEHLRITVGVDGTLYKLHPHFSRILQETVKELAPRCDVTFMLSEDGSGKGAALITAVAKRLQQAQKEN
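Test system: recombinant HKDC1 (HK5) hexokinase enzyme, produced in-house; Amount: enzyme 5 µg/mL final; Buffer or medium: Tris pH 8.0 buffer with MgCl2, Tween-20, BSA, BME; Reagent: glucose and ATP substrates; Doses: 20 µM test compound, 1% DMSO; Incubation: 90 min reaction incubation at room temperature, dark; Detection: resorufin fluorescence at 613 nm.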
Active calls of the source: *; & = joins results of further samples. Some of the compounds tested; the hit share may differ from the screen's.

structure | Gli-Sufu antag | HKDC1 inhibitor
CC(=O)Nc1ccc(S(=O)(=O)N2Cc3cnnn3-c3ccccc3C2C#N)cc1 (stereo unspecified) | 3 | -7
Nc1nc(N)c2cnnn2n1 | 5 | -1
CCOC1=C(N2CC2)C(=O)C(OCC)=C(N2CC2)C1=O | 1 | 5
COc1cc2c(c(OC)c1O)-c1ccc(OC)c(=O)cc1C(NC(=O)C(F)(F)F)CC2 (stereo unspecified) | 49 | -2
COC1=CC2C3Cc4ccc(OC)c(O)c4C2(CCN3C)CC1=O (stereo unspecified) | 2 | 3
Oc1cc(Cl)c(Cl)c(Cl)c1Cl | 12 | 6
CCCCN1C(=O)/C(=C/C=C/c2ccco2)C(=O)NC1=S | -6 | 3
Cc1cccc(N2C(=O)NC(=O)/C(=C/c3ccc([N+](=O)[O-])o3)C2=O)c1 | -9 | 11
O=C1c2ccccc2-c2cc3ccccc3cc21 | 5 | 7
O=C1C(=Cc2ccccc2)N2CCC1CC2 | -33 | 3
COc1ccc(C(O)(c2ccccc2)c2ccncc2)cc1 (stereo unspecified) | -19 | -3
Cc1ccc(NP(=O)(Oc2ccccc2F)Oc2ccccc2F)cc1C | 8 | 1
Brc1ccc2[nH]cc(C=NN3CCCCCC3)c2c1 | 4 | 0
CCOCC1(CCc2ccccc2)C(=O)NC(=S)NC1=O | 2 | -4
CC12CCC3c4ccc(OP(=O)(N5CC5)N5CC5)cc4CCC3C1CCC2=O (stereo unspecified) | -2 | -1
O=c1oc2ccccc2c(O)c1C(c1ccc([N+](=O)[O-])cc1)c1c(O)c2ccccc2oc1=O | 15 | 6
CC(CN1CCOCC1)C(C#N)(c1ccccc1)c1ccccc1 (stereo unspecified) | -23 | 3
O=C1NC(=O)C(=Cc2ccccc2Oc2ccc(F)cc2)C(=O)N1 | -5 | 19
CCOc1ccc(C(C)=O)cc1Cn1ccsc1=N | -1 | -4
CC(CC(C#N)(c1ccccc1)c1ccccc1)N1CCCCC1 (stereo unspecified) | 11 | -5
C=CCCC1(C(C)C)C(=O)NC(=S)NC1=O | -21 | -6
ClCCN(CCCl)c1ccc(-n2cnc3c(Cl)ncnc32)cc1 | 14 | -2
O=C(O)CC1OCC=C2CN3CCC45C6=CC(=O)C(=O)C([N+](=O)[O-])=C6NC4C1C2CC35 (stereo unspecified) | 13 | 43*
CC12CCC(=O)C=C1CC(O)C1C2CCC2(C)C1CCC2(C)O (stereo unspecified) | 1 | -9
C=CCCC1(CC)C(=O)NC(=S)NC1=O | 13 | 0
Nc1ccc(Br)cc1 | -19 | -1
CC1CCN(C(CC(=O)c2ccccc2)C(=O)c2ccccc2)CC1 (stereo unspecified) | -90 | 1
COc1ccc2c(c1)C1(C(=O)O)CC=CCC1(C(=O)O)C2 (stereo unspecified) | 26 | -5
O=c1[nH]c(=S)[nH]c(O)c1/C=C1/C=c2ccccc2=N1 | -11 | 7
O=C(/C=C/c1ccc2c(c1)OCO2)c1c(O)n(CCC2=CCCCC2)c(=O)[nH]c1=O | 3 | 0

Whole records as entered above. Screens in order: Gli-Sufu antag	HKDC1 inhibitor
Entry for Nc1ccc(Br)cc1 → -19	-1
Entry for O=C(O)CC1OCC=C2CN3CCC45C6=CC(=O)C(=O)C([N+](=O)[O-])=C6NC4C1C2CC35 (stereo unspecified) → 13	43*
Entry for C=CCCC1(CC)C(=O)NC(=S)NC1=O → 13	0

Continued:
structure | Gli-Sufu antag | HKDC1 inhibitor
O=C1NC(=S)N(c2ccc(F)cc2)C(=O)/C1=C\c1ccoc1 | 2 | 51*
N#CC1c2ccccc2-n2nncc2CN1S(=O)(=O)c1ccc(Cl)cc1 (stereo unspecified) | -9 | -4
CC(=O)OC1CC2(O)C3CCC4CC(O)CCC4(C)C3CCC2(C)C1C1=CC(=O)OC1 (stereo unspecified) | 1 | -8
Cc1cccc(CC(c2cccc(C)c2)N(C)C)c1 (stereo unspecified) | 3 | -5
CN1CC[C@@]2(C)c3cc(O)ccc3N(C)[C@@H]12 | -3&-7 | 33&29
O=S(=O)(O)C(=Cc1ccccc1)c1ccccc1 (tested in a mixture with another compound) | 4 | 1
O=C1CN=C(c2cccs2)c2c(sc3c2CCCC3)N1 | 1 | 4
C[C@]12CCC3C(CC[C@H]4C[C@H](O)[C@H](O)C[C@]34C)C1CC[C@@H]2O (stereo partly specified) | -4 | 2
COc1cc2c(ccc3c4cc(OC)c(OC)cc4c[n+](C)c23)cc1O | 6 | 2
COc1cc2c(cc1OC)C13CCN4CC5=CCOC6CC(=O)N2C1C6C5C3C4 (stereo unspecified) (tested in a mixture with another compound) | -8 | -5
CC(=O)OC1C(=O)OCC23CCC4(C)OC4C2OC2CC(OC(=O)C=CC=CC(=O)OCCC1C)C3(C)C21CO1 (stereo unspecified) | 89* | -4
CCC1CN1P(=O)(c1ccccc1)N1CC1CC (stereo unspecified) | 3 | -13
CNC(=O)Oc1cc2c(cc1C(C)(C)C)CCC2 | -6 | -2
CC1OC(OC2C=C3CCC4C(CCC5(C)C(c6ccc(=O)oc6)CCC45O)C3(C)CC2)C(O)C(OC2OC(CO)C(O)C(O)C2O)C1O (stereo unspecified) | 0 | 0
CC(=O)N(C)C1=Nc2ccc(Cl)cc2C(c2ccccc2)=[N+]([O-])C1 | -2 | -5
Cc1cc(N(CCCl)CCCl)ccc1C=Cc1ccncn1 | 10 | 2
CN1[C@@H]2CCC[C@H]1CC(=O)C2 | 11 | -4
CNC1(c2ccccc2Cl)CCCCC1=O (stereo unspecified) | -15 | -2
Nc1cccc2c1Cc1cc([N+](=O)[O-])ccc1-2 | -26 | -1
O=C(Cc1cc(=O)oc2cc(O)ccc12)NN=Cc1ccc(N(CCCl)CCCl)cc1 | -16 | 32

Part of the list above, with each value named:
SMILES: CCC1CN1P(=O)(c1ccccc1)N1CC1CC (stereo unspecified)
  Gli-Sufu antag: 3 | HKDC1 inhibitor: -13
SMILES: Nc1cccc2c1Cc1cc([N+](=O)[O-])ccc1-2
  Gli-Sufu antag: -26 | HKDC1 inhibitor: -1

The results go on.
structure | Gli-Sufu antag | HKDC1 inhibitor
O=C1NC(=S)N(C2CC2)C(=O)/C1=C/c1ccc2c(c1)CCN2CCCCl | -11 | 8
CCOC(=O)[C@]12Cc3ccccc3[C@H]1N(Cc1ccccc1)C(=O)c1ccccc12 | 4 | 2
c1ccc2c(c1)CNCc1cnnn1-2 | 3 | 3
Cc1ccc2c(c1)N(CCC(=O)N1CCC3(CC1)OCCO3)C(=O)C(C)O2 (stereo unspecified) | -14 | -8
CC=C(C)C(=O)OC1CCN2CC=C(COC(=O)C(O)(C(C)OC)C(C)(C)O)C12 (stereo unspecified) | 5 | -4
CS(=O)(=O)N1Cc2ccccc2-n2nncc2C1 | 0 | -11
Cc1ccc2c(C)c3ccc4ccccc4c3c[n+]2c1 | 31 | -53
COc1ccccc1N1CCNCC1 | 2 | -11
COc1cc(C(=O)NN=Cc2ccc(N(CCCl)CCCl)cc2)cc(OC)c1OC | -3 | 4
CN1C(=O)/C(=C\c2ccc(Br)s2)C(=O)NC1=S | 17 | 13
CC12C(C(=O)O)C1(c1ccccc1)C2C(=O)O (stereo unspecified) | -9 | 3
CCOC(=O)CC(SP1(=S)OCC2(CCCCO2)C(C2CCCCO2)O1)C(=O)OCC (stereo unspecified) | 8 | -1
CCC1C2Cc3ccc(O)cc3C1(CC)CCN2C (stereo unspecified) | 30 | -7
CN1CC(Br)C(=O)NC1=O (stereo unspecified) | -7 | -4
Cc1cc(C)c2c(c1)NP(=S)(c1ccccc1)N2 (stereo unspecified) | -7 | 4
CNC(=O)Oc1ccccc1OC(C)C | -9 | -6
COc1ccc(C(=O)N2Cc3cnnn3-c3ccccc3C2C#N)cc1 (stereo unspecified) | 1 | -5
COc1cc(/C=C2\C[C@H]3[C@@H]4CC=C5C[C@@H](N6CCCC6)CC[C@]5(C)[C@H]4CC[C@]3(C)[C@H]2O)cc(OC)c1OC | 21 | 9
N#CC(=C(O)c1ccc(S(=O)(=O)N(CCCl)CCCl)cc1)c1nc2ccccc2[nH]1 | -16 | -6
c1ccc(-c2ccc(-c3n(-c4ccccn4)c4ccccc4[n+]3-c3ccccn3)cc2)cc1 | 36 | 6
C[C@]12CCC3C(CC[C@H]4[C@H](O)[C@H](O)CC[C@]34C)C1CC[C@@H]2O (stereo partly specified) | 1 | -4
Cc1ccc(S(=O)(=O)N2Cc3ccccc3-n3nncc3C2)cc1 | 1 | -4
C=C1C(=O)OC2C1CCC(C)C1(O)C=CC(=O)C21C (stereo unspecified) | -23 | -2
Cc1cc(-c2cc(C)c(N)c(C)c2)cc(C)c1N | -2 | 2
S=C(N1CCCCCC1)N1CC1 | 9 | -7
CN(CC=CCN(C)P(=S)(N1CC1)N1CC1)P(=S)(N1CC1)N1CC1 | 11 | -8
O=C1NC(=O)C(Cc2ccccc2)(Cc2ccccc2)C(=O)N1Cc1ccccc1 | 3 | 1
Cc1cccc(-n2c(C)nc3cc(C(=O)N4CCC5(CC4)OCCO5)ccc32)c1 | -1 | -11
CN1C(=O)C(C2CCCCC2)C(=O)N(C)C1=O | 1 | -5
COC(=O)C1C(C(=O)O)C2(Cl)C(Cl)=C(Cl)C1(Cl)C2(Cl)Cl (stereo unspecified) | 0 | 1

Looked up one by one from the list above (4):
structure | Gli-Sufu antag | HKDC1 inhibitor
CN(CC=CCN(C)P(=S)(N1CC1)N1CC1)P(=S)(N1CC1)N1CC1 | 11 | -8
O=C1NC(=O)C(Cc2ccccc2)(Cc2ccccc2)C(=O)N1Cc1ccccc1 | 3 | 1
S=C(N1CCCCCC1)N1CC1 | 9 | -7
C[C@]12CCC3C(CC[C@H]4[C@H](O)[C@H](O)CC[C@]34C)C1CC[C@@H]2O (stereo partly specified) | 1 | -4

Going on with the list:
structure | Gli-Sufu antag | HKDC1 inhibitor
CCOC(=O)CC1c2ccccc2-n2nncc2CN1Cc1ccc(OC)cc1 (stereo unspecified) | 9 | 3
CC(=O)OC1(C)CC(C)C(=O)C(C(O)CC2CC(=O)NC(=O)C2)C1 (stereo unspecified) | 89* | 4
NP(=O)(Oc1ccccc1)c1ccccc1 (stereo unspecified) | 7 | 0
CC1=C(C)CC2(CC1)C(=O)NC(=O)NC2=O | -24 | -3
N#CC1C(C#N)C2CCC1C1C2N1c1ccccc1 (stereo unspecified) | 6 | -2
C=C(C)[C@@H]1[C@H]2OC(=O)[C@H]1[C@]1(O)C[C@H]3O[C@]34C(=O)O[C@H]2[C@]14C | 4 | 0
C1CNC2NCCNC2N1 (stereo unspecified) | 8 | -6
COc1cccc2c1C(=O)c1c(O)c3c(c(O)c1C2=O)CC(O)(C(C)=NO)CC3OC1CC(N)C(O)C(C)O1 (stereo unspecified) | 35 | 14
COc1cc(C2c3cc4c(cc3CC3COC(=O)C32)OCO4)cc(OC)c1O (stereo unspecified) | 48 | 0
CCOC(=O)c1cnc(SCc2ccc(Cl)c(Cl)c2)nc1N1CC1 | 7 | 11
O=c1[nH]sc2cc(F)ccc12 | 20 | -2
Cc1cc(C)c(C)c(C(O)(C(=O)O)c2ccccc2)c1C (stereo unspecified) | 2 | 0
O=C(O)CCCOc1ccc(Cl)cc1Cl | 24 | -5
O=[N+]([O-])c1cccc(NP(=O)(N2CC2)N2CC2)c1 | 10 | -2
CC1CN1P(=O)(Oc1ccc2ccccc2c1)N1CC1C (stereo unspecified) | 4 | -4
O=C1NC(=S)NC(=O)C1=Cc1cccc2cc3ccccc3cc12 | -21 | 24
O=C1NC(=O)C(Nc2ccccc2)C(=O)N1 | -4 | -7
C#C[C@]1(O)CCC2C3C(=O)C=C4C(Cl)=CCC[C@]4(C)C3CC[C@@]21C (stereo partly specified) | 4 | 4
C[C@]12CCC3C(CC[C@H]4[C@H](O)[C@H](O)CC[C@]34C)C1CCC2=O (stereo partly specified) | -1 | -4
CCC1(Cc2ccccc2)C(=O)NC(=S)N(C)C1=O (stereo unspecified) | 11 | -2
CC(C)(O)/C=C/C(=O)C(C)(O)C1C(O)CC2(C)C3CC=C4C(C=C(O)C(=O)C4(C)C)C3(C)C(=O)CC12C (stereo unspecified) | 89* | 5
CC(=O)Nc1ccc(C=C2C(=O)NC(=O)NC2=O)cc1 | -11 | 2
COc1ccc(-c2ccc(OC)c(OC)c2OC)cc1 | -24 | -2
O=C1NC(=O)C(=Cc2ccccc2[N+](=O)[O-])C(=O)N1 | 2 | -2
CN1C(=O)NC(=O)C(N=Nc2ccc(Cl)cc2)C1=O (stereo unspecified) | 34 | -3
Nc1ccc(Cl)c(Cl)c1 | 10 | 1
Oc1cc(Cl)c(Cl)c(Cl)c1 | -2 | 2
Nc1ccc(Sc2ccc(N)cc2)cc1 | 7 | 0
COc1cccc2c1cc([N+](=O)[O-])c1c(C(=O)O)cc3c(c12)OCO3 | -3 | 27
CC1[C@H]2Cc3ccc(O)cc3[C@]1(C)CCN2C (stereo partly specified) | 5 | -5
COc1ccc(CC2NCC(O)C2OC(C)=O)cc1 (stereo unspecified) | 86* | 0
COc1ccccc1N1CCN(CCc2c[nH]c3cc4c(cc23)OCO4)CC1 | 14 | 8
COc1ccc(NP2(=O)NCCCN2)cc1 | 4 | -6
N[C@@H](Cc1c[nH]c2ccccc12)c1nnc(SCc2ccc(F)cc2)o1 | 0 | -5
CN1Cc2cnnn2-c2ccccc2C1c1ccccc1 (stereo unspecified) | 2 | -5
C=C(C)C1(CCCC)C(=O)NC(=S)NC1=O | -29 | 0
